# TcdB GH inh: inhibitors of Clostridioides difficile toxin B glycohydrolase. P18177. inhibition, % at 9.99 µM. hit rate 0.24% among 350,000. TcdB glycohydrolase enzymatic assay, plate reader; in the data active = inhibition above about 10%
# Target sequence (P18177 whole entry, looked up): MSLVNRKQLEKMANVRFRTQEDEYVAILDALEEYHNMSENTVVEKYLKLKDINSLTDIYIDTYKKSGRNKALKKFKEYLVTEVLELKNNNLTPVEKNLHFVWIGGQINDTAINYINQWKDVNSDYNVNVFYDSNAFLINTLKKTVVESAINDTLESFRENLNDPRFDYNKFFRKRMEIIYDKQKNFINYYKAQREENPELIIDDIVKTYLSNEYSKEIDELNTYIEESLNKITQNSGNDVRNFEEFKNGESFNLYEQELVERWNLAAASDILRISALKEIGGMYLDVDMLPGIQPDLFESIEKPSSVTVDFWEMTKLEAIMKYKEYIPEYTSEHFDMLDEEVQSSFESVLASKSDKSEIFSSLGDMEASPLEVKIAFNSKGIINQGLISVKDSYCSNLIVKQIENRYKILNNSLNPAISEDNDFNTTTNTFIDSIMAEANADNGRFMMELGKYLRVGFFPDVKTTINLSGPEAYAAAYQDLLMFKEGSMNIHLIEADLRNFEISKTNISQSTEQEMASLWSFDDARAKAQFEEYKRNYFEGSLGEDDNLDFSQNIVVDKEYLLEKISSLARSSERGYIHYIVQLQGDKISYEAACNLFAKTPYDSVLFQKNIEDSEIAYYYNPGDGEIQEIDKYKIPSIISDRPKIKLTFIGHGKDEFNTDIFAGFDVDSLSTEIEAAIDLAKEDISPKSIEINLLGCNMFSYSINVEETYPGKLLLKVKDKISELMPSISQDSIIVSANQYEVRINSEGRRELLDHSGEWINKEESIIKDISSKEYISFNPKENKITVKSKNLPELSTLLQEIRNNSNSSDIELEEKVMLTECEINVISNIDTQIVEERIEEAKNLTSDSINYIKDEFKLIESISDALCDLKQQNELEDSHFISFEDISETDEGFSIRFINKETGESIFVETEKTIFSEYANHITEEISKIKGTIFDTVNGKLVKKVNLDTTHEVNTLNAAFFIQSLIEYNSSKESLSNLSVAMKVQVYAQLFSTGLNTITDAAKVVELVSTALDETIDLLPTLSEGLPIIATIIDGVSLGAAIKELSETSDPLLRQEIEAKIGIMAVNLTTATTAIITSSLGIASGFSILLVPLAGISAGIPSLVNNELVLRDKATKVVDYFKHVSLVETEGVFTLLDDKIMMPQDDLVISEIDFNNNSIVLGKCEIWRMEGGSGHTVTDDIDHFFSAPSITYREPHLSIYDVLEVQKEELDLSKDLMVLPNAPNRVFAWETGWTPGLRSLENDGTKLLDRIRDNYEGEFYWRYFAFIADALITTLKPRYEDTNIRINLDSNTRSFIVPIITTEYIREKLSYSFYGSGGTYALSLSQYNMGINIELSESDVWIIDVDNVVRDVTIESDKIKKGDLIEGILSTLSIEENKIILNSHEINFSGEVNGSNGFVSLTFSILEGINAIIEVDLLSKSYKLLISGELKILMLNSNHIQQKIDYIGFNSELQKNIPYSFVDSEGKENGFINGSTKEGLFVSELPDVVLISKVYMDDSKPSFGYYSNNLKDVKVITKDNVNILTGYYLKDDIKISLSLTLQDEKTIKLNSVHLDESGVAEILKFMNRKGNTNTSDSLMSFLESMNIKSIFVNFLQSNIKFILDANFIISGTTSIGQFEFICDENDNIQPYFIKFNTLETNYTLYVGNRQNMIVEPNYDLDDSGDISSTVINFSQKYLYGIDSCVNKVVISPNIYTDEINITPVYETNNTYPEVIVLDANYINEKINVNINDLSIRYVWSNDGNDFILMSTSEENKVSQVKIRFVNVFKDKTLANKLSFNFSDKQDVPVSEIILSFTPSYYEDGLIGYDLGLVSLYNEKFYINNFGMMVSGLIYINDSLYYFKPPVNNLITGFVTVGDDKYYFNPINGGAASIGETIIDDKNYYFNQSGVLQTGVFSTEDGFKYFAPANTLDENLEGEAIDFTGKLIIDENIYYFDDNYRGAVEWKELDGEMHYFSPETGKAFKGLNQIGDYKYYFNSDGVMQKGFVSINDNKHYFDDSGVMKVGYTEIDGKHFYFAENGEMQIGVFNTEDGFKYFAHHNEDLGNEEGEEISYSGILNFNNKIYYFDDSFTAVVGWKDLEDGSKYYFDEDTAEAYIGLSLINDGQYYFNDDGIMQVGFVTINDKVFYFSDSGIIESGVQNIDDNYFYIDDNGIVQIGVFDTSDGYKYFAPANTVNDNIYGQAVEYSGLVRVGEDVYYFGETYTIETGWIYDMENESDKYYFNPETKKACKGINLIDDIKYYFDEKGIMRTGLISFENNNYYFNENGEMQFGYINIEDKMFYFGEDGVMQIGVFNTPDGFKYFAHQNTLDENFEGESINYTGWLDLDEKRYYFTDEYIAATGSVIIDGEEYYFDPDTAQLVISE
# Mtb BioA inh: BioA (M. tuberculosis) enzyme inhibition | hit rate 0.096% among 360,000 | AID 602481 | inhibition, % at 9.99 µM | purified M. tuberculosis BioA enzyme, plate reader; in the data active = inhibition above about 40%
# * hit, by the source's call; & = joins results of further samples.
# Second line of a record: TcdB GH inh | Mtb BioA inh
- C[C@@H]1CN([C@H](C)CO)C(=O)c2c(c3ccccc3n2C)-c2ccccc2CO[C@@H]1CN(C)C(=O)c1ccncc1
→ 0.0 | -1.1
- CCCNC(=O)C[C@H]1CC[C@@H]2[C@@H](COc3ccc(NC(=O)CCC)cc3C(=O)N2C)O1
→ -1.3 | 0.9
- O=C(C[C@H]1C[C@H]2c3cc(NC(=O)Nc4ccc(F)cc4)ccc3O[C@H]2[C@H](CO)O1)NC1CCCC1
→ -0.5 | -2.2
- COCC(=O)N(C)C[C@H]1Oc2ncc(C#Cc3ccccc3)cc2C(=O)N([C@@H](C)CO)C[C@H]1C
→ 0.2 | 1.1
- Cc1noc(C)c1S(=O)(=O)Nc1cccc2c1O[C@H](CN(C)Cc1ccc3c(c1)OCO3)[C@H](C)CN([C@H](C)CO)C2=O
→ -0.6 | 0.6
- COc1ccc(NC(=O)N(C)C[C@H]2Oc3c(NC(=O)Nc4ccc5c(c4)OCO5)cccc3C(=O)N([C@@H](C)CO)C[C@@H]2C)cc1
→ 1.3 | 1.4
- CCCC(=O)Nc1ccc2c(c1)OC[C@H](C)N(CC1CCCC1)C[C@@H](C)[C@@H](OC)CN(C)C2=O
→ 1.0 | 0.9
- COCCNC(=O)C[C@H]1CC[C@H]2[C@@H](COc3ccc(NC(=O)c4ccno4)cc3C(=O)N2C)O1
→ 0.1 | 1.2
- C[C@@H]1CN([C@H](C)CO)C(=O)c2cccc(NC(=O)Nc3ccc(F)cc3)c2O[C@@H]1CN(C)C(=O)Nc1ccc(C(F)(F)F)cc1
→ -1.3 | -1.4
- C[C@@H]1CN([C@H](C)CO)C(=O)c2cc(NC(=O)Nc3cccc4ccccc34)ccc2O[C@@H](C)CCCCO[C@H]1CN(C)C(=O)Nc1ccc(C(F)(F)F)cc1
→ 0.7 | 0.9
- COc1ccc(NC(=O)N(C)C[C@H]2OCCCC[C@@H](C)Oc3ccc(NC(=O)CCCN(C)C)cc3C(=O)N([C@H](C)CO)C[C@H]2C)cc1
→ 1.2 | -1.2
- C[C@@H]1CN([C@H](C)CO)C(=O)c2cc(NC(=O)Cc3ccccc3)ccc2O[C@@H](C)CCCCO[C@H]1CN(C)C(=O)Cc1ccccc1
→ -0.6 | -1.2
- CO[C@@H]1CN(C)C(=O)c2ccc(NC(=O)NC(C)C)cc2OC[C@H](C)N(CCC(F)(F)F)C[C@@H]1C
→ 1.0 | 0.5
- O=C(C[C@@H]1CC[C@@H](NS(=O)(=O)c2cccc(F)c2)[C@@H](CO)O1)N1CCCCC1
→ 0.7 | 2.4
- CN1c2ccc(C3=CCCCC3)cc2[C@@H]2[C@@H](CCN2C(=O)Nc2cc(F)ccc2F)[C@@H]1CO
→ 0.3 | -2.8
- CCNC(=O)C[C@@H]1CC[C@H]2[C@@H](COc3ccc(NC(=O)Nc4ccc(C)cc4)cc3C(=O)N2C)O1
→ 0.0 | -1.3
- Cc1ccc(-c2cnc3c(c2)C(=O)N([C@@H](C)CO)C[C@H](C)[C@H](CN(C)C(=O)c2ccccc2)O3)cc1
→ 0.8 | -0.2
- C[C@@H]1CN([C@@H](C)CO)S(=O)(=O)c2ccc(-c3cccc(C#N)c3)cc2O[C@@H]1CN(C)C
→ 0.4 | -1.8
- Cc1ccc(S(=O)(=O)NCC[C@H]2CC[C@@H](NC(=O)c3cccnc3)[C@@H](CO)O2)cc1
→ -0.4 | 9.1
- C[C@H]1CN([C@@H](C)CO)C(=O)c2cc(-c3cccnc3)cnc2O[C@@H]1CN(C)C
→ -3.0 | -1.4
- C[C@H]1CN([C@@H](C)CO)C(=O)c2cc(-c3cccc(C#N)c3)cnc2O[C@H]1CN(C)Cc1cncnc1
→ -1.2 | 1.0
- CCC(=O)N1C[C@@H](C)[C@@H](OC)CN(C)C(=O)c2cc(NC(=O)Nc3ccc(Cl)cc3)ccc2OC[C@@H]1C
→ 0.4 | 2.4
- C[C@@H]1CN([C@@H](C)CO)C(=O)Cc2cc(NC(=O)Nc3cccc4ccccc34)ccc2O[C@H]1CN(C)CC1CC1
→ -1.1 | -0.7
- O=C(C[C@H]1C[C@@H]2c3cc(NC(=O)c4ccc5c(c4)OCO5)ccc3O[C@@H]2[C@@H](CO)O1)NCCc1ccccc1
→ -7.3 | -1.3
- Cc1ccccc1S(=O)(=O)N1[C@H](CO)[C@@H](c2ccc(C#CC3CCCCC3)cc2)[C@@H]1C#N
→ 0.2 | -0.4
- C[C@H](CO)N1C[C@H](C)[C@H](CN(C)C(=O)Nc2ccc(F)cc2)Oc2c(NS(=O)(=O)c3ccc(Cl)cc3)cccc2C1=O
→ 0.6 | -0.5
- Cc1ccc(S(=O)(=O)N(C)C[C@@H]2OCc3ccccc3-c3ccccc3C(=O)N([C@H](C)CO)C[C@@H]2C)cc1
→ 0.9 | 0.9
- COc1ccc(S(=O)(=O)N(C)C[C@H]2Oc3ccc(NS(=O)(=O)c4cccs4)cc3CC(=O)N([C@@H](C)CO)C[C@@H]2C)cc1
→ 0.0 | -2.1
- COc1ccc(S(=O)(=O)N(C)C[C@H]2OCCCC[C@@H](C)Oc3ccc(NS(C)(=O)=O)cc3C(=O)N([C@@H](C)CO)C[C@@H]2C)cc1
→ 0.1 | 0.5
- C[C@@H]1CN([C@@H](C)CO)C(=O)c2cc(NC(=O)c3ccncc3)ccc2O[C@@H](C)CCCCO[C@@H]1CN(C)S(=O)(=O)c1ccccc1
→ -2.6 | -0.3
- C[C@@H]1CCCCO[C@H](CN(C)Cc2ccccc2)[C@@H](C)CN([C@@H](C)CO)C(=O)c2cc(NC(=O)Cc3ccccc3)ccc2O1
→ 2.4 | 11
- CCCNC(=O)N(C)C[C@H]1Oc2cc(-c3ccccc3)ccc2S(=O)(=O)N([C@@H](C)CO)C[C@H]1C
→ 0.9 | 1.1
- Cc1noc(C)c1S(=O)(=O)Nc1ccc2c(c1)C(=O)N([C@H](C)CO)C[C@H](C)[C@H](CN(C)Cc1ccc(C(=O)O)cc1)OCCCC[C@H](C)O2
→ -0.6 | -4.4
- COc1ccc(NC(=O)N(C)C[C@H]2OCCCC[C@H](C)Oc3ccc(NC(=O)Cc4ccccc4)cc3C(=O)N([C@@H](C)CO)C[C@@H]2C)cc1
→ 1.2 | -0.4
- Cc1ccc(S(=O)(=O)Nc2ccc3c(c2)CC(=O)N([C@@H](C)CO)C[C@H](C)[C@@H](CN(C)C(=O)NC(C)C)O3)cc1
→ -0.1 | 1.1
- C[C@@H]1CN([C@H](C)CO)C(=O)c2cc(-c3ccncc3)cnc2O[C@@H]1CN(C)C(=O)CN1CCOCC1
→ 0.0 | -1.2
- C[C@@H]1CCCCO[C@@H](CN(C)S(=O)(=O)c2ccc(F)cc2)[C@H](C)CN([C@@H](C)CO)C(=O)c2cc(NC(=O)NC3CCCCC3)ccc2O1
→ -0.7 | -1.4
- Cc1noc(C)c1NC(=O)Nc1ccc2c(c1)CC(=O)N([C@H](C)CO)C[C@H](C)[C@H](CN(C)C(=O)Nc1ccc(F)cc1)O2
→ -0.2 | 0.8
- C[C@@H]1CCCCO[C@H](CN(C)C(=O)Cc2ccccc2)[C@@H](C)CN([C@H](C)CO)C(=O)c2cc(NC(=O)Cc3ccccc3)ccc2O1
→ -0.9 | -1.7
- C[C@H](CO)N1C[C@H](C)[C@H](CN(C)S(=O)(=O)c2cn(C)cn2)Oc2ccc(NC(=O)CCN3CCOCC3)cc2CC1=O
→ -9.9 | -2.5
- O=C(C[C@H]1CC[C@H]2[C@@H](COC[C@@H](O)CN2S(=O)(=O)c2ccc(F)cc2)O1)NCCN1CCCCC1
→ -0.4 | -0.8
- COc1ccc(NC(=O)Nc2ccc3c(c2)C(=O)N([C@@H](C)CO)C[C@@H](C)[C@H](CN(C)C(=O)Cc2ccccc2)OCCCC[C@H](C)O3)cc1
→ -0.8 | -0.5
- CCC(=O)N(C)C[C@@H]1Oc2cc(-c3ccncc3)ccc2S(=O)(=O)N([C@@H](C)CO)C[C@H]1C
→ -0.3 | -0.2
- C[C@@H](NC(=O)C[C@@H]1CC[C@H]2[C@@H](COC[C@@H](O)CN2Cc2ccc(C(F)(F)F)cc2)O1)c1ccccc1
→ 0.2 | 0.2
- COCC(=O)Nc1ccc2c(c1)C(=O)N(C)[C@H]1CC[C@H](CC(=O)N3CCc4ccccc4C3)O[C@@H]1CO2
→ 0.0 | 2.0
- O=C(c1cccc(F)c1)N1C[C@H]2[C@@H](c3ccccc31)[C@H](CO)N2C(=O)C1CCCC1
→ 0.3 | -1.6
- O=S(=O)(c1ccccc1)N1CCCCN2[C@@H](CO)[C@@H](c3ccc(C#Cc4ccccn4)cc3)[C@@H]2C1
→ 0.8 | -0.7
- NCC[C@@H]1CC[C@@H](NS(=O)(=O)Cc2ccccc2)[C@@H](CO)O1
→ 0.1 | -3.9
- O=C(C[C@@H]1CC[C@@H](NC(=O)c2ccc(F)cc2)[C@@H](CO)O1)NCc1ccncn1
→ 0.6 | 0.6
- COCCNC(=O)C[C@@H]1CC[C@@H]2[C@H](COC[C@@H](O)CN2C(=O)c2cc(Cl)cc(Cl)c2)O1
→ -0.5 | -2.5
- Cc1noc(C)c1S(=O)(=O)Nc1ccc2c(c1)C(=O)N([C@@H](C)CO)C[C@H](C)[C@H](CN(C)C)O2
→ 1.2 | 1.6
- O=C(C[C@H]1CC[C@H](NS(=O)(=O)c2ccc(F)cc2)[C@H](CO)O1)NCCc1ccncc1
→ 0.4 | 3.9
- Cc1noc(C)c1NC(=O)N[C@@H]1CC[C@H](CC(=O)N2CCN(C)CC2)O[C@@H]1CO
→ -0.2 | -3.2
- CC(C)CC#Cc1cnc2c(c1)C(=O)N([C@H](C)CO)C[C@@H](C)[C@H](CN(C)C(=O)c1ccccc1)O2
→ 1.5 | 1.6
- C[C@@H]1CN([C@H](C)CO)C(=O)c2cc(NS(=O)(=O)c3ccc(F)cc3)ccc2O[C@H]1CN(C)C
→ -0.6 | 2.3
- C[C@H](CO)N1C[C@H](C)[C@@H](CN(C)C(=O)c2ccc(N3CCN(C)CC3)cc2)OCc2cn(nn2)CCCC1=O
→ -0.1&2.0 | -0.4
- COc1ccc(NC(=O)Nc2ccc3c(c2)[C@@H]2C[C@H](CC(=O)N(C)C)O[C@@H](CO)[C@@H]2O3)cc1
→ -0.2 | -0.6
- OC[C@@H]1[C@H](c2ccc(C#CC3(O)CCCC3)cc2)[C@@H]2CN(Cc3ccncc3)CCCCN12
→ 0.4 | 3.2
- CN(C)C(=O)c1cccc(-c2ccc3c(c2)[C@H]2[C@H](CCN2C(=O)c2ccncc2)[C@@H](CO)N3C)c1
→ 0.8 | 3.2
- C[C@H]1CN([C@@H](C)CO)S(=O)(=O)c2ccc(C#CC3CCCCC3)cc2O[C@H]1CN(C)C(=O)Cc1ccncc1
→ -0.2 | 1.4

# Other structures
# Second line of a record: TcdB GH inh | Mtb BioA inh
- C[C@@H]1CN([C@H](C)CO)C(=O)Cc2cc(NC(=O)Nc3ccccc3)ccc2O[C@H]1CN(C)Cc1ccccc1
→ 0.3 | 0.3
- COc1ccc(S(=O)(=O)N(C)C[C@H]2OCc3cnnn3CCCC(=O)N([C@@H](C)CO)C[C@@H]2C)cc1
→ 0.1 | 0.2
- O=C(C[C@H]1C=C[C@H](NC(=O)C2CCC2)[C@@H](CO)O1)NCCCN1CCOCC1
→ -0.2 | 2.3
- COCC(=O)Nc1ccc2c(c1)C(=O)N(C)C[C@@H](OC)[C@H](C)CN(C(C)=O)[C@@H](C)CO2
→ -2.4 | -1.6
- CO[C@H]1CN(C)C(=O)c2ccc(NC(=O)C3CC3)cc2OC[C@@H](C)N(Cc2cccnc2)C[C@@H]1C
→ -2.5 | 4.7
- CCS(=O)(=O)NCC[C@H]1CC[C@H](NC(=O)C2CCC2)[C@H](CO)O1
→ 0.2 | -3.3
- Cc1noc(C)c1NC(=O)N(C)C[C@@H]1OCCCC[C@H](C)Oc2ccc(NC(=O)CCC(F)(F)F)cc2C(=O)N([C@H](C)CO)C[C@@H]1C
→ -0.2 | 0.3
- CCC(=O)N(C)C[C@H]1Oc2cc(C#CC3(O)CCCC3)ccc2S(=O)(=O)N([C@H](C)CO)C[C@H]1C
→ -0.1 | 1.3
- CC=Cc1ccc2n(c1=O)C[C@@H]1[C@@H](CO)[C@H](C(=O)NCC3CC3)N(CC3CCOCC3)[C@H]21 (mixture of isomers)
→ -0.2 | 0.4
- COc1cccc(S(=O)(=O)N(C)C[C@@H]2Oc3ncc(-c4ccccc4)cc3C(=O)N([C@H](C)CO)C[C@@H]2C)c1
→ -2.6 | 0.3
- C[C@H](CO)N1C[C@H](C)[C@H](CN(C)C(=O)Nc2cccc(F)c2)Oc2cc(/C=C/c3ccccc3)ccc2S1(=O)=O
→ -1.3 | -5.2
- COc1ccc(NC(=O)Nc2ccc3c(c2)C(=O)N([C@H](C)CO)C[C@H](C)[C@@H](CN(C)S(C)(=O)=O)OCCCC[C@@H](C)O3)cc1
→ -0.4 | 1.2
- O=C(CCN1CCCCC1)NCC[C@H]1CC[C@@H](NC(=O)C2CCCC2)[C@H](CO)O1
→ -0.3 | -2.6
- C[C@H]1CN([C@@H](C)CO)C(=O)c2cc(NC(=O)Nc3ccc(F)cc3)ccc2O[C@H]1CN(C)S(=O)(=O)c1cn(C)cn1
→ -18 | 2.2

# Given bar-delimited: part of the list above.
SMILES | TcdB GH inh | Mtb BioA inh
CCC(=O)N(C)C[C@H]1Oc2cc(C#CC3(O)CCCC3)ccc2S(=O)(=O)N([C@H](C)CO)C[C@H]1C | -0.1 | 1.3
CC=Cc1ccc2n(c1=O)C[C@@H]1[C@@H](CO)[C@H](C(=O)NCC3CC3)N(CC3CCOCC3)[C@H]21 (mixture of isomers) | -0.2 | 0.4
COc1cccc(S(=O)(=O)N(C)C[C@@H]2Oc3ncc(-c4ccccc4)cc3C(=O)N([C@H](C)CO)C[C@@H]2C)c1 | -2.6 | 0.3
C[C@H](CO)N1C[C@H](C)[C@H](CN(C)C(=O)Nc2cccc(F)c2)Oc2cc(/C=C/c3ccccc3)ccc2S1(=O)=O | -1.3 | -5.2
COc1ccc(NC(=O)Nc2ccc3c(c2)C(=O)N([C@H](C)CO)C[C@H](C)[C@@H](CN(C)S(C)(=O)=O)OCCCC[C@@H](C)O3)cc1 | -0.4 | 1.2

# Compound activity (PubChem)

# Only part of the results is shown; the hit share may differ from the screen's.
